BRCT inh red: qHTS Assay for Inhibitors of BRCT-Phosphoprotein Interaction (Red Fluorophore). BRCT-phosphopeptide binding, red fluorescence polarization. actives 0.03% (n = 75,000). Breast cancer type 1 susceptibility protein (Homo sapiens), P38398. Potency, µM (top dose mostly 76.9 µM), for the others: at the top dose activity change, negative = inhibition, usual class: inhibitors; further: on the % scale 0 is the no-effect control and ±100 the full control effect
Target sequence (P38398 whole entry, looked up): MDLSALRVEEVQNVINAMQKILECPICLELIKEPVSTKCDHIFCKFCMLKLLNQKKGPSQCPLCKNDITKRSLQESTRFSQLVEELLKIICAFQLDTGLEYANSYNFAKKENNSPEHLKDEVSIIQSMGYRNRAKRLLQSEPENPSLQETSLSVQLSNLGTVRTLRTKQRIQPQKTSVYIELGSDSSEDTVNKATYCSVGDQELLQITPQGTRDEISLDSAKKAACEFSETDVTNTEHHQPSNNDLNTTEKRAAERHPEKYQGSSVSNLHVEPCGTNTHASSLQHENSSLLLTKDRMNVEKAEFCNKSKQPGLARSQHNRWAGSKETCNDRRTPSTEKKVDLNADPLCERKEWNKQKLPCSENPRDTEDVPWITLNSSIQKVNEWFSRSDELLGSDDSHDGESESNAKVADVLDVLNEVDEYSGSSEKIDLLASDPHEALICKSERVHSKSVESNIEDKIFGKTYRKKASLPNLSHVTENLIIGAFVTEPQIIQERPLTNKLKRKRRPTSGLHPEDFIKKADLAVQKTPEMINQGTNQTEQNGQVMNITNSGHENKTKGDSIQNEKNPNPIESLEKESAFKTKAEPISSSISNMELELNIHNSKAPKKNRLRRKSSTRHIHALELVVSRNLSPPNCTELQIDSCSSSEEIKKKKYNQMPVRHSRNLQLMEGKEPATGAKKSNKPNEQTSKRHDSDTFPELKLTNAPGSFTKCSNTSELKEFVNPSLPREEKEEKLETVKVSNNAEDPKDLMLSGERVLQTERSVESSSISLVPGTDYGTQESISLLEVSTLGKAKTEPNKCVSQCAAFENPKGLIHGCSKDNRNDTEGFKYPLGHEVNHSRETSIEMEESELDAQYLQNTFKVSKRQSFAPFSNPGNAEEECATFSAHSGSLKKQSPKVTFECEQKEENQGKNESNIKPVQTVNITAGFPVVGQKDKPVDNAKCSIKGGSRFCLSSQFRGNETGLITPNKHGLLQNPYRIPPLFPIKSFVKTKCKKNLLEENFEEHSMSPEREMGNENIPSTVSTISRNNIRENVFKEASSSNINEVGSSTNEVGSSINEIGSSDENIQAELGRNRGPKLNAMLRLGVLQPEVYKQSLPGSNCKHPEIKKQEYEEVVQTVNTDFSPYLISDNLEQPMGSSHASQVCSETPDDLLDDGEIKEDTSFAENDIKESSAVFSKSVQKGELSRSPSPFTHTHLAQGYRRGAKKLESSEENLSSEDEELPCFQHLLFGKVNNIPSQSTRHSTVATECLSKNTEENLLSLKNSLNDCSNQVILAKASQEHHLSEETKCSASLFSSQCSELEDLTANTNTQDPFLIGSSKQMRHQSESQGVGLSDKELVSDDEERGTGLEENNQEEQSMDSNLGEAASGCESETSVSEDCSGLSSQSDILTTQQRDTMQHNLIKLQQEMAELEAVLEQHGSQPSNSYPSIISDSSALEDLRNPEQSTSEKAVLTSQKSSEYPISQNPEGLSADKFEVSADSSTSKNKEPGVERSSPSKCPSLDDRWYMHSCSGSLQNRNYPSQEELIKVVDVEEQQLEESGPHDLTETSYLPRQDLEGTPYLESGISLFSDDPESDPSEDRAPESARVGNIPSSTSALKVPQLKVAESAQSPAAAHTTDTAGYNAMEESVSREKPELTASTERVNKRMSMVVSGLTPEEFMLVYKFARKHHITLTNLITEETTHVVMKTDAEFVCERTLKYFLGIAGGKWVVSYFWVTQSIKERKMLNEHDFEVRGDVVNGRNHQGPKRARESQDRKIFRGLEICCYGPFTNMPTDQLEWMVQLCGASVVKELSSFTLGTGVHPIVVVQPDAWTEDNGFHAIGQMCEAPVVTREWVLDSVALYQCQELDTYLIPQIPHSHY
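Rhodamine-labelled pBACH1 10-mer (100 nM) bound to BRCT domain (100 nM) at pH 7.3; compounds incubated 12 min room temperature, polarization read. Free peptide defines full inhibition; unlabelled decapeptide titrated as control.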
BRCT inh green: qHTS Assay for Inhibitors of BRCT-Phosphoprotein Interaction (Green Fluorophore); Breast cancer type 1 susceptibility protein (Homo sapiens), P38398; BRCA1 BRCT-phosphopeptide binding, green fluorescence polarization; Potency, µM (titrated, usually from 76.9 µM), inactives show at the top dose activity change, negative = inhibition, usual class: inhibitors; actives 0.05% (n = 75,000);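 further: potency means the concentration at half of the fitted maximal effect; plate controls were peptide without protein for full effect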
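Compounds were incubated for 12 min at room temperature with a complex of 100 nM fluorescein-tagged pBACH1 decapeptide and 250 nM His-tagged BRCT protein. Buffer was phosphate pH 7.3 with EDTA, DTT and Tween 20. Disruption of binding lowers the polarization signal.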
Casp1 inh: qHTS Assay for Allosteric/Competitive Inhibitors of Caspase-1 | Caspase-1 enzyme, Ac-WEHD-AFC fluorogenic rate | Potency, µM (doses to about 57.5 µM), inactives show top-dose activity change, negative = inhibition, usual class: inhibitors | actives 0.03% (n = 75,000) | AID 900, 2007;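 further: potency means the concentration at half of the fitted maximal effect; plate controls were vehicle for no effect and no substrate for full effect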
A350 fluor: qHTS Assay for Spectroscopic Profiling in A350 Spectral Region. Compound autofluorescence, 340/450 nm, Alexa 350 dye-equivalents; hits give high values. max dye-equivalent concentration, M. actives 11% (n = 59,000); in the data active means max dye-equivalent concentration above about 10 nM; inconclusive means mostly about 1.1 nM to 9.6 nM
Ub-GFP proteasome: Ubiquitin-GFP Assay. Ubiquitin-GFP reporter cells, proteasome inhibition, GFP fluorescence; response scale: untreated = 0%, 10 µM MG-132 = 100%. Potency, µM (doses to about 45.9 µM), without a hit: top-dose activation (GFP accumulation), most hits filed as activators. 67,000 tested, under 10 active. AID 526, 2006; active means well fitted activation curve with a large enough effect, not every such curve was filed as active; inconclusive means small, poorly fitted or top-dose-only effect, or another doubt; inactive means no such curve, though single readings can be large or run the other way; further: potency means the concentration at half of the fitted maximal effect
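Proteasome block read as GFP accumulation: ubiquitin(G76V)-GFP U2OS cells exposed to compound (2.9 nM–46 uM) for 4 hr at 37 C. Normalization used untreated cells as 0% and 10 uM MG-132 as 100%; concentration-response curves fitted.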
HEK293 cAMP cs: qHTS Assay for Agonists of the Thyroid Stimulating Hormone Receptor: Activators of Intracellular cAMP Concentrations in Parental HEK 293; parental HEK293 CNG cAMP sensor, membrane potential fluorescence; Potency, µM (highest dose often 57.1 µM), without a hit: at the top dose activation, hits mostly activators; actives 2.5% (n = 73,000); further: potency means the concentration at half of the fitted maximal effect; % of control where 0% means no effect; nearly all actives have a fitted effect of over 55% in size
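Parental HEK 293 cells stably expressing a modified CNG channel (no TSHR) report cAMP rise as membrane depolarization. Membrane potential dye with 100 uM RO 20-1724 was loaded for 60 min at room temperature, then compound added for 30 min; fluorescence read at 590 nm.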
Fluorescein autfl: qHTS Assay for Spectroscopic Profiling in Fluorescein Spectral Region. Compound autofluorescence, 480/540 nm, fluorescein-equivalent; hits give high values. max fluorescein-equivalent concentration, M. actives 0.91% (n = 59,000). AID 593, 2007; in the data active means max fluorescein-equivalent concentration above about 10 nM; inconclusive means between about 1.1 nM and that limit
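First, buffer (100 mM Tris, pH 8.0) dispensed; second, compounds and fluorescein standards pinned in; third, 15 min room-temperature incubation; finally, imaging at ex 480 nm/em 540 nm. Fluorescence normalized against the six-point fluorescein curve.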
4MU fluor: qHTS Assay for Spectroscopic Profiling in 4-MU Spectral Region | max dye-equivalent concentration, M | actives 11% (n = 59,000) | AID 589, 2007 | compound autofluorescence, 340/450 nm, 4-MU equivalents; hits give high values; in the data active means max dye-equivalent concentration above about 10 nM; inconclusive means mostly about 1.1 nM to 9.6 nM
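Compounds in 100 mM Tris, pH 8.0, incubated 15 min at room temperature, then fluorescence read at 340 nm excitation/450 nm emission. Signal converted to 4-MU dye-equivalent concentration using an on-plate six-point 4-MU standard curve.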
Casp7 inh: qHTS Assay for Allosteric/Competitive Inhibitors of Caspase-7 | actives 0.02% (n = 75,000) | AID 889, 2007 | recombinant caspase-7, Ac-DEVD-AFC fluorescence rate | P55210 | Potency, µM (titrated, usually from 57.5 µM), for inactives: at the highest dose activity change, negative = inhibition, actives largely listed as inhibitors; active means well fitted inhibition curve with a large enough effect in the main read-out, with a control signal flat, not every such curve was filed as active; inconclusive means small, poorly fitted or top-dose-only effect, or a change in a side signal; further: potency means the concentration at half of the fitted maximal effect; % of control where 0% means no effect
GFP derepression: qHTS Assay for Epigenetic Modulators. mouse C127i GFP locus derepression, cytometry, 30 h. actives 0.09% (n = 68,000). Potency, µM (doses to about 46.1 µM), for the others: top-dose GFP derepression (activation). AID 597, 2007; further: % of control where 0% means no effect
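Read-out is the number of GFP-positive cells, scored as fluorescent objects 20 to 120 um wide, reflecting derepression of a silenced CMV-GFP reporter in murine C127i cells after 30 h compound exposure at 37 C.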
USP2a inh: qHTS Assay for Inhibitors of Ubiquitin-specific Protease USP2a; Ubiquitin carboxyl-terminal hydrolase 2 (Homo sapiens), O75604; USP2a enzymatic assay, qHTS inhibition; Potency, µM (series often up to 38.3 µM), inactives show at the highest dose activity change, negative = inhibition, usual class: inhibitors; actives 0.1% (n = 60,000); AID 927, 2007;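 further: potency means the concentration at half of the fitted maximal effect; nearly all actives have a fitted effect of over 60% in size; plate controls were DMSO for no effect and NEM full inhibition control for full effect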
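USP2 core (20nM final) preincubated 30 min RT with compound, then Ub-PLA2 20nM and NBD C6-HPC 20uM final added; buffer 20mM Tris-HCl pH 8.0, 2mM CaCl2. Fluorescence Ex 460/Em 535 read at 0 and 2.5 h; normalized to NEM.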
* = called active by the depositor; i = inactive; ? = inconclusive; . = no result given; & = joins results of further samples; [ ] = another dose, or the depositor's remark. Unless noted, the call rests on the fitted dose curve; in most records, active means well fitted curve in the direction sought with a large enough effect; inconclusive means small, poorly fitted or top-dose-only effect, or another doubt; inactive means no such curve, though single readings can be large; an effect the other way counts as inactive or inconclusive. An excerpt; count on the stated rates, not on these rows.

SMILES	BRCT inh red	BRCT inh green	Casp1 inh	A350 fluor	Ub-GFP proteasome	HEK293 cAMP cs	Fluorescein autfl	4MU fluor	Casp7 inh	GFP derepression	USP2a inh
CCN(CC(=O)NC)S(=O)(=O)c1ccc(C)cc1	-1.8%	0.9%	1.6%	?	-6.8%	5.7%	i	?	-0.1%	-3.2%	-4.7%
CCCOc1ccc([C@@H]2C3CN(C(=O)OCC)CC=C3C(C#N)=C(N)C2(C#N)C#N)cc1OC (stereo partly drawn)	0.7%	2.4%	-7.8%	?	.	24.6%	i	?	-15.5%	4.6%	27.9%
N#Cc1ccccc1Cn1c(=O)n(Cc2ccc(C(=O)NCc3ccco3)cc2)c(=O)c2sccc21	0.5%	1.1%	-2.4%	.	11.9%	1.6%	.	.	-4.5%	.	.
COc1cccc(CNc2nn[nH]n2)c1OC	0.7%	-0.3%	0.5%	i	4.9%	26.2%	i	i	-0.9%	2.6%	5.3%
C/C(=C\C(=O)c1ccc(C)o1)Nc1ccc2c(c1)OCO2	0.2%	-3.0%	-3.4%	i	-11.6%	?	i	i	-5.9%	0.0%	24.1%
COC(=O)CCP(=O)(O)Cc1ccccc1CP(=O)(O)CCC(=O)OC	-1.9%	0.0%	-4.4%	3.52e-08M*	0.0%	?	?	3.49e-08M*	-10.1%	0.0%	-1.9%
CC(C)c1ccc(OCC(O)CN2CCN(c3ccccc3)CC2)cc1 (stereo not drawn)	0.1%	-1.6%	-1.2%	?	-1.7%	9.5%	i	i	5.3%	3.7%	3.0%
CCc1c(C)nc2ncnn2c1N1CCCC(C(=O)NCCc2ccc(OC)cc2)C1 (stereo not drawn)	-0.4%	-4.8%	0.2%	i	1.4%	18.0%	i	i	2.5%	0.2%	5.1%
CN(C)c1nc(N)nc(CSc2ncc(Cl)cc2Cl)n1	-0.3%	-0.2%	-0.7%	i	-9.2%	8.2%	?	i	-0.6%	-2.7%	1.9%
Cc1ccc(-c2noc(C3CCN(S(C)(=O)=O)CC3)n2)o1	-1.3%	-7.5%	-0.4%	i	0.0%	-3.4%	i	i	2.3%	-2.3%	.
CCN(CC)C(=O)CSCC(=O)Nc1ccccc1	0.1%	0.8%	4.5%	i	-1.1%	4.8%	i	i	1.8%	1.7%	-1.8%
O=C(NCCc1c[nH]c2ccccc12)[C@H]1C[C@@H]1[C@H](NP(=O)(c1ccccc1)c1ccccc1)c1ccccc1	-2.0%	-2.6%	-4.5%	.	.	-11.1%	.	.	-3.3%	.	.
CS(=O)(=O)N1CCc2cc(-c3csc(NCC4CCCO4)n3)ccc21 (stereo not drawn)	-1.1%	-0.9%	0.2%	i	-4.5%	-1.0%	i	i	-0.5%	3.0%	207.8%[activator]
CCOc1ccc(C(=O)OCC(=O)Nc2nc(OC)cc(OC)n2)cc1OCC	1.6%	-1.5%	0.1%	i	-6.5%	-1.0%	i	i	-4.3%	-2.3%	11.3%
CCOc1ncccc1C(=O)NCC1COc2ccccc2O1 (stereo not drawn)	0.1%	2.3%	1.9%	i	2.9%	?	?	i	-0.2%	0.0%	12.4%
COc1ccc(CNc2ncncc2-c2ccccc2Cl)c(OC)c1	0.5%	0.3%	-2.4%	i	4.2%	31.6µM*	i	i	-6.5%	0.0%[9.22 µM]	-2.6%
Clc1ccccc1-c1ccc2ncnc(N3CCNCC3)c2c1	0.3%	-2.1%	-2.6%	i	-4.9%	10.5%	?	i	-2.5%	-2.9%[9.22 µM]	16.7%
COC(=O)C1=C(C)N(c2cccc(Cl)c2)C(=O)C1	-0.8%	0.8%	-2.2%	i	7.0%	3.6%	i	i	-2.6%	0.0%	-1.0%
Cn1c(SCc2cccc3ccccc23)nnc1-c1ccco1	-1.8%	1.4%	1.2%	i	-10.7%	?	?	i	0.2%	-1.6%	13.3%
CCCn1c(SCC(=O)NC)nnc1C(C)C	1.2%	-1.8%	1.3%	i	-5.2%	29.4%	i	i	-3.8%	0.0%	-1.9%
Cc1ccc(-n2ncc3c(=O)n(CC(=O)NC4CCCCC4)cnc32)cc1	1.0%	-1.0%	1.6%	i	7.5%	-2.4%	i	i	-2.3%	1.3%	-6.8%
c1ccc(COn2nnc3ccccc32)c(COn2nnc3ccccc32)c1	0.5%	4.9%	-0.1%	i	-2.6%	25.1µM*	i	i	-1.9%	-2.7%	-2.9%
Cc1noc(C)c1COC(=O)c1cc2c(C)nn(-c3ccc(F)cc3)c2s1	0.1%	-2.4%	0.4%	i	-7.1%	19.8%	i	i	-3.3%	0.0%	3.4%
CCC/C=C(\CCC)C(NC(=O)c1ccccc1)c1ccc(C(=O)OC)cc1 (stereo not drawn)	-4.4%	-3.3%	-1.2%	.	.	3.16µM*	.	.	-0.7%	.	.
Cc1ccc(CCNC(=O)C2CCN(C(=O)N(C)C)CC2)cc1	-0.3%	-3.8%	-0.2%	i	1.7%	1.3%	i	i	-1.6%	2.1%	3.7%
(listing goes on)
SMILES	BRCT inh red	BRCT inh green	Casp1 inh	A350 fluor	Ub-GFP proteasome	HEK293 cAMP cs	Fluorescein autfl	4MU fluor	Casp7 inh	GFP derepression	USP2a inh
CCSc1nnc(-c2ccccc2N)c(=O)[nH]1	-1.3%	1.6%	-2.6%	i	-1.6%	-1.8%	?	i	-1.8%	-2.7%	0.7%
CCC(C)NC(=O)C(NS(=O)(=O)c1cccc2nsnc12)c1ccccc1 (stereo not drawn)	0.0%	-0.2%	0.1%	i	-10.4%	1.5%	i	i	0.4%	1.1%	5.9%
CC(C(=O)Nc1cc(C(F)(F)F)ccc1N1CCOCC1)N1C(=O)C2CC=CCC2C1=O (stereo not drawn)	0.2%	-0.5%	-2.6%	?	3.3%	-5.5%	?	?	-2.7%	0.0%	2.8%
O=C1OC2(c3cc(Br)c(O)c(Br)c3Oc3c2cc(Br)c(O)c3Br)c2c(Cl)c(Cl)c(Cl)c(Cl)c21	2.51µM*	?	?	.	.	15.8µM*	.	.	-13.6%	.	.
COc1cc2c(cc1OC)-c1cc(=Nc3c(C)cc(C)cc3C)n(C)c(=O)n1CC2	-0.9%&-0.6%	0.3%&-1.3%	-8.0%&1.7%	i	6.5%	?	i	i	-8.5%&2.1%	2.2%	10.7%
COC(=O)C1=C(C)N(CC2CCCO2)C(=O)C1 (stereo not drawn)	1.6%	-0.6%	0.4%	.	18.5%	-2.6%	.	.	0.8%	7.5%	-2.7%
COCc1cc(C)n(CC(=O)Nc2ccccc2C(=O)OC)c(=O)c1C#N	0.3%	4.0%	-2.4%	3.41e-08M*	-4.3%	1.0%	?	3.52e-08M*	-0.1%	-2.3%	.
O=C(c1cc(-c2ccccc2O)on1)N1CCCC1	0.2%	-2.5%	-1.1%	.	-5.9%	?	.	.	-0.7%	1.9%	.
COc1ccc(N2CCN(C(=O)c3c(-c4ccccc4)noc3C)CC2)cc1	-1.5%	-2.1%	-0.3%	.	1.8%	3.2%	.	.	-0.1%	16.3%	.
COc1ccc2cc(C(c3nnnn3Cc3ccccc3)N3CCCCCC3)c(=O)[nH]c2c1 (stereo not drawn)	0.2%	-0.5%	?	3.78e-06M*	0.5%	-23.3%	?	4.67e-06M*	-20.8%	2.7%	36.3%[activator]
CC(C)Oc1ccc(/C(O)=C2/C(=O)C(=O)N(CCCN3CCOCC3)C2c2ccncc2)cc1 (stereo not drawn)	-0.7%	4.6%	-2.3%	.	10.5%	5.2%	.	.	-0.3%	-1.6%	-5.5%
Cc1ccc(NC(=O)CCSc2nnc(-c3ccco3)o2)cc1	-0.6%	-1.2%	0.1%	i	4.8%	26.8%	i	i	2.4%	0.3%	8.5%
COc1cccc(NC(=O)CSc2nnc(-c3cccs3)n2C)c1	1.1%	-3.3%	-1.1%	i	-1.9%	1.2%	i	i	-0.4%	-4.4%	-0.4%
CCCCCn1c(SCC(=O)OCC)nc2cc(C(=O)NCc3ccco3)ccc2c1=O	0.2%	-0.8%	-2.6%	i	.	?	i	i	-1.7%	-2.1%	-3.5%
COC(=O)Cn1cnc2c(nnn2-c2ccc(C)cc2)c1=O	0.0%	1.3%	2.8%	i	6.5%	-4.2%[2.29 µM]	i	i	0.4%	4.3%	0.0%

Entries shown so far that contain fluorine (2):
SMILES	BRCT inh red	BRCT inh green	Casp1 inh	A350 fluor	Ub-GFP proteasome	HEK293 cAMP cs	Fluorescein autfl	4MU fluor	Casp7 inh	GFP derepression	USP2a inh
Cc1noc(C)c1COC(=O)c1cc2c(C)nn(-c3ccc(F)cc3)c2s1	0.1%	-2.4%	0.4%	i	-7.1%	19.8%	i	i	-3.3%	0.0%	3.4%
CC(C(=O)Nc1cc(C(F)(F)F)ccc1N1CCOCC1)N1C(=O)C2CC=CCC2C1=O (stereo not drawn)	0.2%	-0.5%	-2.6%	?	3.3%	-5.5%	?	?	-2.7%	0.0%	2.8%

Compound activity as filed in PubChem BioAssay.
